# 12-LOX inh: blocks human arachidonate 12S-lipoxygenase; AID 1671190; Potency, µM (series often up to 108 µM), without a hit: at the highest dose activity change, negative = inhibition, usual class: inhibitors; actives 1.1% (n = 580,000); purified 12hLO, xylenol orange hydroperoxide absorbance; active = well fitted inhibition curve with a large enough effect; inconclusive = small, poorly fitted or top-dose-only effect, or another doubt; inactive = no such curve, though single readings can be large or run the other way
# Target sequence (P18054 whole entry, looked up): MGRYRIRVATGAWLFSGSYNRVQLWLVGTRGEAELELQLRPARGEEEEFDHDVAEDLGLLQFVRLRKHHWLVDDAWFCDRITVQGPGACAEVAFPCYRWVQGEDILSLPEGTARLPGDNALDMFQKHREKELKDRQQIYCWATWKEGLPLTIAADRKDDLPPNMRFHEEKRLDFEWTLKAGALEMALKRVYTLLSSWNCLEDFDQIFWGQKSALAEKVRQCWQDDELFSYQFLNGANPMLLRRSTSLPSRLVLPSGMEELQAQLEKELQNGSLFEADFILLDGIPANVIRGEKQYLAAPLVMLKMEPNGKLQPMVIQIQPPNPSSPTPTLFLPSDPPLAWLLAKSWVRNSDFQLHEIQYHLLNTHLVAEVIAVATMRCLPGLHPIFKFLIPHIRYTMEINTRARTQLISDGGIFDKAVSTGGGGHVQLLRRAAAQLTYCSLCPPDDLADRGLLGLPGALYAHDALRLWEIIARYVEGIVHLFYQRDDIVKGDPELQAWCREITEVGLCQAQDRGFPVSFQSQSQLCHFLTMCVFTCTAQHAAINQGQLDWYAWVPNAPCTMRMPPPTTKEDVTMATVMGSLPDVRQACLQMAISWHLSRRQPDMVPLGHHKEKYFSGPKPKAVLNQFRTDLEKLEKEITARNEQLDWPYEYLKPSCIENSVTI
#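 Purified human 12hLO (150 nM final) in 25 mM Hepes, 0.01% Triton X-100, pH 7.0 was preincubated 15 min at room temperature with compound. Then 40 uM arachidonic acid was added, 30 min. Hydroperoxide was read by Fe-XO absorbance ratio 573/405 nm.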
# Starred values were filed as active, the others as inactive; ? = inconclusive; [ ] = another dose, or the depositor's remark. % is set by controls: 0 for no effect and ±100 for the full control effect; potency is the fitted concentration of half-maximal effect. Some of the compounds tested (hit frequency here may not be typical).
item	mol	12-LOX inh
1	CC1(C)CS(=O)(=O)N(c2ccc(S(=O)(=O)NCCc3ccccc3F)cc2)C1=O	-12%
2	c1ccc(-c2nc(CSc3ccc4c(c3)OCCO4)cs2)cc1	-14%
3	COCCN1CCCCCC(O)c2cc(C(=O)NCCCc3ccccc3)ccc21 (stereo not drawn)	28%
4	CCN(Cc1cccs1)C(=O)c1ccc(C#N)cc1	?
5	Cc1ccc(F)cc1NC(=O)C1CCCN1S(=O)(=O)c1ccc(Br)cc1 (stereo not drawn)	?
6	CC1(c2ccccc2)N(Cc2ccccc2)C(=O)OC12CCN(C(=O)Cc1ccc(O)cc1)CC2 (stereo not drawn)	19%
7	O=[N+]([O-])c1cccc(N/N=C/c2ccc(Br)cc2)c1	?
8	CCCN1C(=O)Cc2cc(C(=O)O)ccc21	10%
9	Cc1ccc(C(=O)N2CC(C(=O)NC3CCCCC3)C3(CCOCC3)C2)cc1F (stereo not drawn)	50%[activator]
10	CC1(C)CC(=O)C2=C(C1)N(c1cccc(C(F)(F)F)c1)C(N)=C(C#N)C21C(=O)Nc2ccccc21 (stereo not drawn)	5%
11	Cc1ccc(S(=O)(=O)Cc2noc([C@@H]3C[C@@H](O)CN3Cc3ccc(S(C)(=O)=O)cc3)n2)cc1	13%
12	Cn1cc(-c2nc(N3CCOCC3)cc3c2CN(c2ccccc2)C3=O)cn1	6%[176 µM]
13	COc1ccc(CNc2nc(-c3ccc(C(=O)N(C)C)cc3)nc3ccccc23)c(OC)c1	-12%
14	C#CCNC(=O)C[C@@H]1CCN(C(=O)CCCCC)C[C@@H]1CC	-29%[176 µM]
15	O=C(Nc1ccccc1O)c1nn(-c2ccccc2)c(=O)c2ccccc12	?
16	CCN(CC)Cc1cnc2c(C(=O)NCC(C)c3ccccc3)cnn2c1 (stereo not drawn)	8%
17	CN1CC(=O)N(C2CCCNC2)Cc2c(NC3CCC3)ncnc21 (stereo not drawn)	?
18	COc1ccc(S(=O)(=O)NC2CC2)cc1NC(=O)c1n[nH]c(=O)c2ccccc12	?
19	COc1cc(O)c2c(c1)C(=O)c1cc(C)cc(O)c1C2=O	?
20	CCOC(=O)c1ccc(NC(=O)CSc2nccn2Cc2ccccc2OC)cc1	10%
21	CCN1c2cc(C(=O)Nc3cc(C)ccc3OC)ccc2C(=O)N2CCCCCC21 (stereo not drawn)	15%
22	Cc1ccc(/C=C/C(=O)c2cc3ccccc3oc2=O)cc1	?
23	COC[C@H]1CCCN1C(=O)C[C@@H]1C[C@H]2O[C@H](CNC(=O)N[C@@H](C)c3ccccc3)[C@@H](O)[C@H]2O1	61%[activator]
24	NC(=O)C1(N2CCCCC2)CCN(Cc2cc3n(n2)CCNC3)CC1	12%
25	COc1cc(CN2CCCC(n3cc(C(=O)N4CCCCC4)nn3)C2)cc(OC)c1 (stereo not drawn)	0%
26	Cc1ccc2nc(C(C)NC(=O)c3cnc(-c4ccccn4)[nH]c3=O)[nH]c2c1 (stereo not drawn)	76%[activator]
27	O=C1NCCCCCCN(Cc2ccncc2)[C@@H]2CN(C(=O)CCc3c[nH]c4ccccc34)CC[C@@H]12	32%[activator]
28	COc1ccc(Br)cc1/C=C/C(=O)OC1CCCCC1=O (stereo not drawn)	-25%
29	CCc1ccccc1NC(=O)N1CCC(Oc2ncccc2C(=O)N2CCCCC2)C1 (stereo not drawn)	29%
30	O=C(CCn1ccn2nc3c(c2c1=O)CCCC3)N1CC(=O)N(CCc2ccccc2)C(=O)C1	22%
31	O=C(NCC1(c2ccccc2)CCC1)c1n[nH]c(=O)c2ccccc12	3%
32	COCC1(CNCC2CCCC2)C[C@@H](O)[C@@H](O)C1 (stereo partly drawn)	49%[activator][176 µM]
33	O=C(C(Sc1nc2ccccc2o1)c1ccccc1)N1CCCC1 (stereo not drawn)	-7%
34	COc1ccccc1OC(C)C(=O)c1ccc(Cl)cc1 (stereo not drawn)	-1%
35	Cc1ccn(CC(=O)N[C@@H]2CN(C)C[C@H]2CN(C)C)n1	59%[activator]
36	Cc1ccccc1Cn1cnc(NC(=O)c2cc(S(=O)(=O)N3CCCC3)c(Cl)cc2Cl)n1	62%[activator]
37	CSc1ccc(C2=NN(S(C)(=O)=O)C(c3ccc4nccnc4c3)C2)cc1 (stereo not drawn)	-28%
38	CC1=C[C@@H](CN2CCOCC2)[C@H](C(C)C)C[C@H]1Cc1nnc(C)o1	14%[176 µM]
39	CC1(C)CC(=O)C2=C(C1)OC(N)=C(C#N)C2c1ccco1 (stereo not drawn)	-28%
40	O=C(CCn1cncn1)N1CCc2[nH]nc(-c3cccc4ccccc34)c2C1	33%[activator]

# Reprinted from the part before: two compounds, then new ones.
item	mol	12-LOX inh
39	CC1(C)CC(=O)C2=C(C1)OC(N)=C(C#N)C2c1ccco1 (stereo not drawn)	-28%
40	O=C(CCn1cncn1)N1CCc2[nH]nc(-c3cccc4ccccc34)c2C1	33%[activator]
41	Cc1ccc(N2NC3(CCC(C)CC3)NC2=S)cc1 (stereo not drawn)	1.3µM*
42	CCO[C@H]1CN(C(=O)c2cnn(-c3ccccc3OC)c2)C[C@@H]1O	9%
43	O=C(NCCOc1ccccc1)C1CN(c2ccc(Cl)cc2)C(=O)N1 (stereo not drawn)	10%
44	COc1cccc(CC(=O)N2C[C@@H](Oc3ccccc3)C[C@H]2C(=O)N2CCCC2)c1	38%[activator]
45	C=C1CCC2[C@](C)(CO)[C@H](O)CC[C@@]2(C)[C@@H]1C/C=C1/C(=O)OC[C@H]1O (stereo partly drawn)	-5%
46	Cc1cccc(C(=O)N2CC(c3nnc(-c4ccncc4)o3)C3(CCOCC3)C2)c1 (stereo not drawn)	44%
47	Cc1ccc(NS(=O)(=O)c2c(F)cc(F)cc2Br)cc1C	15%
48	C[S+](=O)([O-])N1CCC(c2nnc3n2CCNC3)CC1	?
49	O=C(Cc1c[nH]c2ccccc12)OC/C=C/c1ccccc1	?
50	CN1CC(=O)N(C2CCC2)Cc2c1ncnc2N1CCN(c2ncccn2)CC1	52%[activator]
51	C=CCCCOc1ccc(/C=C/C(=O)c2ccc(OCCCCC)cc2)cc1	0%
52	Cn1nc(-c2nncn2CC2CC2)c2c1CCN(C(=O)c1[nH]nc3c1COc1ccccc1-3)C2	41%[activator]
53	Cc1cc(C(=O)NCCC2=CCCCC2)cs1	5%
54	CC(C)S(=O)(=O)c1ncc(CN(C)Cc2ccsc2)n1CCc1ccccc1	15%
55	O=C(O)COc1ccc(-c2nccc3c2C(=O)N(Cc2cccc(C(F)(F)F)c2)CC(COc2cccnc2)O3)cc1 (stereo not drawn)	46%[activator]
56	CC(C)C(NC(=O)c1cccc(S(=O)(=O)N(C)C)c1)c1ccc2c(c1)OCCCO2 (stereo not drawn)	24%
57	CC(=O)N1CCC(Cc2ccc(C(N)=O)cc2)CC1	30%
58	COc1ccccc1Oc1coc2cc(OCc3ccccc3Cl)ccc2c1=O	0%
59	Cc1ccc(C(=O)Nc2ccc3c(N4CCOCC4)ncnc3c2)cc1F	57%[activator]
60	NC(=O)[C@@H]1CCCN1C(=O)[C@H](CCc1ccccc1)NC(=O)[C@H]1O[C@@H](n2cnc3c(N)ncnc32)[C@H](O)[C@@H]1O	-1%
61	N#CCc1nc(N)c2ccccc2n1	18%
62	Cc1nn2c(c1-c1ccccc1OCc1ccccc1)N(C(=O)Cc1ccccc1)CCC2	-6%[176 µM]
63	C(=C\c1cccs1)/c1ccccn1	?
64	CCc1c(C)nc(SCC(=O)Nc2oncc2-c2ccccc2)[nH]c1=O	-8%
65	COc1cccc(-c2cc(CNC(=O)C3COc4c(cccc4OC)C3)no2)c1 (stereo not drawn)	19%
66	NC(=O)c1cccc(-c2ccc3c(n2)CN(Cc2ccc(F)cc2)C(=O)CO3)c1	0%[176 µM]
67	O=C(CN1C(=O)CC(c2ccccc2)Sc2ccccc21)Nc1ccc(Br)cc1 (stereo not drawn)	?
68	CC(C)n1nc(C(=O)NCCCN2CCCC2)c2ccccc2c1=O	-3%
69	CN(CCc1nc2ccccc2[nH]1)C(=O)C1COc2ccccc2C1 (stereo not drawn)	-2%
70	COc1ccc(NC2=NS(=O)(=O)C(c3ccccc3)=C2C)cc1Cl	20%

# Laid out differently: results already given
32) COCC1(CNCC2CCCC2)C[C@@H](O)[C@@H](O)C1 (stereo partly drawn)
  12-LOX inh = 49%[activator][176 µM]

35) Cc1ccn(CC(=O)N[C@@H]2CN(C)C[C@H]2CN(C)C)n1
  12-LOX inh = 59%[activator]

# Continuation:
item	mol	12-LOX inh
71	Nc1nc(=O)n([C@H]2CSC(CO)O2)cc1F (stereo partly drawn)	-3%[57.4 µM]
72	Cc1ccc2[nH]c(=O)c(CNc3cccc(C)c3C)cc2c1	?
73	CCCNC(=O)NC(=O)CNc1cccc(C)c1C(=O)OC	0%
74	COc1ccc(F)cc1S(=O)(=O)N1C[C@@H](C(N)=O)[C@H](C2CCN(C)CC2)C1	?
75	COc1ccccc1-c1nnc2n1C(C(=O)N1CCCC1)CC2 (stereo not drawn)	-8%[6.33 µM]
76	COc1ccc(C(=O)N[C@@H]2CCC[C@@H]2C(=O)NCCc2ccccn2)cn1	55%[activator]
77	Cc1cc(C)c2nc(-c3ccc(N)cc3)cc(C(=O)O)c2c1	-16%
78	O=C(c1n[nH]c2ccccc12)N1CCC(c2nc(CCOCC3CC3)no2)C1 (stereo not drawn)	6%
79	COc1nccnc1NC1CCNCC1	28%
80	CCNc1cc(N2CCC(CCC(=O)N(CC)CC)CC2)ncn1	26%
81	O=C(Nc1ccc(F)cc1)c1cc(-c2ccccn2)nc2ccccc12	3%
82	COC(=O)CCC(C#N)(CCC(=O)OC)c1ccc(OC)c(OC)c1	5%
83	CC1Oc2ccc(-c3csc(NC(=O)c4cccs4)n3)cc2NC1=O (stereo not drawn)	12%
84	COc1cccc(Nc2cnc3ccc(-c4ccc(F)cc4)nn23)c1	19%[176 µM]
85	Cc1noc(C)c1S(=O)(=O)N1CC(c2nnc(C(C)C)o2)C2(CCOCC2)C1 (stereo not drawn)	34%
86	COc1ccccc1-c1cc2c(ccn2Cc2ccncc2)c(N2CCOCC2)n1	66%[activator][176 µM]
87	CC(=O)Nc1ccc(-c2csc(NC(C)C)n2)c(F)c1	-49%
88	COCCNC(=O)[C@@H]1C[C@H](Oc2cccnc2)CN1C(=O)c1ccc(OC)c(F)c1	3%
89	COc1ccccc1CNC(=O)CCc1nnc2ccc(NCc3ccco3)nn12	0%
90	Cc1nc(CN2CCN(c3cc(C4CC(O)C4)nc(N)n3)CC2)cs1 (stereo not drawn)	78%[activator]
91	O=C(O)CCC(=O)N1CC[C@H]2NC(=O)N(c3ccc(Oc4ccccc4)cc3)C(=O)[C@H]21	8%[176 µM]
92	O=C(COC(=O)c1cc(-c2cccs2)nc2ccccc12)NCC(F)(F)F	-70%
93	COc1ccc(-n2c(=O)c3c(n2Cc2ccccc2)CN(C(=O)CNC(C)=O)CC3)cc1	-13%
94	COc1cccc(OC)c1CN1CCC2(CC1)CC(O)CCO2 (stereo not drawn)	9%
95	COc1ccc(OC)c(CN2CCC3(CC2)CC3C(=O)N(C)CCOc2ccc(C)cc2)c1 (stereo not drawn)	29%
96	CCN1CCN(c2oc(-c3ccco3)nc2S(=O)(=O)c2ccccc2)CC1	1%
97	COCCN1C(=O)c2cccn2CC1CN (stereo not drawn)	52%[activator]
98	CCN(Cc1nc2ccccc2c(=O)[nH]1)C(=O)Cc1csc(-c2ccc(OC)cc2)n1	24%
99	Cc1cccc(-c2ocnc2C(=O)NCCc2ccccc2C)c1	6%
100	O=C(Nc1cccc(F)c1)N1Cc2[nH]cnc2C[C@H]1c1nc(-c2cccc([N+](=O)[O-])c2)no1	14%
101	O=C(NC1CCN(C(=O)N2CC3CC(C2)[C@H]2CCCC(=O)N2C3)CC1)c1cccs1 (stereo partly drawn)	24%
102	COc1ccc(CN2C[C@@H](F)[C@@H](OCc3nc4ccncc4[nH]3)C2)cc1	48%[activator][176 µM]
103	COc1cc(CNC(C)C)cc(OC)c1	-43%
104	O=S(=O)(Nc1ccc(-c2ccc(N3CCOCC3)nn2)cc1)c1ccc(C(F)(F)F)cc1	-24%
105	Cc1ncccc1OC1(C(=O)NCc2nnc3n2CCC3)CCNCC1	?
106	Cc1ccc(CN2CCOCCNC(=O)CC2)s1	68%[activator]
107	Cc1n[nH]c(C)c1S(=O)(=O)N1CCC(C)CC1	?
108	CCCCNC(=O)N1CCC(C(=O)O)CC1	-1%
109	Cc1cc(F)ccc1OC1CN(CC2CCCCC2)C1	1%[176 µM]
110	CC(=O)NCC(=O)N1C[C@@H](COc2cccnc2)[C@H](c2ccccn2)C1	19%
111	COc1ccc(CCC(=O)N2c3ccccc3CC2c2nc(C3CC3)no2)cc1 (stereo not drawn)	9%
112	COCC(=O)NC1CCCc2c1[nH]c1c(Cl)cccc21 (stereo not drawn)	58%[activator]
113	CC(C)CNc1nc2ccccc2nc1S(=O)(=O)Cc1ccc(Cl)cc1	?
114	Cc1nn2c(c1-c1ccccc1C(C)C)N(C(=O)Cc1ccccn1)CCC2	0%[176 µM]
115	Cc1ccc(N(C)S(=O)(=O)c2ccc(/C=C\c3onc(C)c3NC(=O)C3CC3)cc2)cc1C	-3%
116	O=C(c1nc(-c2cccnc2)no1)N1CCN(c2ccc(F)cc2)CC1	4%

# Compounds shown so far with a furan ring, fused or not:
item	mol	12-LOX inh
39	CC1(C)CC(=O)C2=C(C1)OC(N)=C(C#N)C2c1ccco1 (stereo not drawn)	-28%
89	COc1ccccc1CNC(=O)CCc1nnc2ccc(NCc3ccco3)nn12	0%
96	CCN1CCN(c2oc(-c3ccco3)nc2S(=O)(=O)c2ccccc2)CC1	1%
